KB-3-1 cytotox = kills parental KB-3-1 adenocarcinoma cells; KB-3-1 viability, CellTiter-Glo ATP luminescence, 72 h; Potency, µM (series often up to 46.1 µM), for the others: at the top dose activity change, negative = cytotoxic, usual class: cytotoxic; hit rate 1.4% among 400,000; AID 1347075; further: potency means the concentration at half of the fitted maximal effect; on the % scale 0 is the no-effect control and ±100 the full control effect; nearly all actives have a fitted effect of over 60% in size
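Luminescent ATP read-out (CellTiter-Glo) measures survival of drug-naive KB-3-1 cells after 72 h compound exposure at 37 °C. Titration series was screened from lowest to highest concentration, with DMSO vehicle plates as background controls.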
HT1080 IDH1KD tx = kills HT-1080 cells with IDH1 knockdown; Potency, µM (series often up to 46.1 µM), inactives show top-dose activity, negative = toxicity, hits mostly cytotoxic; hit rate 2% among 360,000; AID 686971; HT-1080 IDH1 knockdown viability, ATP luminescence, 48 h;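 further: potency means the concentration at half of the fitted maximal effect; 0% = DMSO wells and -100% = cell-free medium wells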
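Knockdown cells (IDH1KD HT-1080) received compounds 2 h after plating at 750 cells/well and were kept 48 h at 37 °C in 5% FBS RPMI. A CellTiter-Glo luminescence read gave % activity for curve fitting.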
KB-V1 cytotox = kills drug-selected multidrug resistant KB-V1 cells | Potency, µM (highest dose often 46.1 µM), for the others: at the highest dose activity change, negative = cytotoxicity, hits mostly cytotoxic | hit rate 3.4% among 400,000 | KB-V1 MDR cells viability, CellTiter-Glo, 72 h; further: potency means the concentration at half of the fitted maximal effect; on the % scale 0 is the no-effect control and ±100 the full control effect; nearly all actives have a fitted effect of over 60% in size
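Following 72 h at 37 degrees C with compound, KB-V1 cell viability was read by CellTiter-Glo luminescence, medium being phenol-red-free DMEM plus 10% FBS; concentration-response parameters came from normalized, curve-fitted qHTS data.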
IL-1B inflam inh = inhibitors of inflammasome signaling (IL-1 beta secretion); THP-1 LPS/ATP IL-1B secretion, AlphaLISA, 16 h; stronger effect = lower value; activity change, % at 57.5 µM; hit rate 4.7% among 360,000; in the data active means activity change below about -50%; inconclusive means mostly about -30% to -49%; further: on the % scale 0 is the no-effect control and ±100 the full control effect
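THP-1 cells pretreated 1 hr with compounds (up to 57.5 uM final), then stimulated with LPS (250 ng/mL final) plus ATP (1.25 mM final); secreted IL-1B measured by AlphaLISA after 16 hr, decreased signal indicating inhibition.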
MCF10A rereplic = induces DNA re-replication in MCF 10a normal breast cells; AID 624296; hit rate 2.9% among 350,000; MCF 10A DNA re-replication, Hoechst nuclear intensity, 48 h; Potency, µM (doses to about 46.1 µM), inactives show at the highest dose activity, positive = re-replication, most hits filed as activators; further: potency means the concentration at half of the fitted maximal effect; % of control where 0% means no effect; nearly all actives have a fitted effect of over 50% in size
ATXN2 expr inh = reduces ATXN2 reporter expression in HEK-293 cells; HEK-293 ATXN2-luciferase reporter, luminescence, 24 h; Potency, µM (doses to about 57 µM), inactives show at the highest dose activity change, negative = inhibition, hits mostly inhibitors; hit rate 0.72% among 360,000; further: potency means the concentration at half of the fitted maximal effect; on the % scale 0 is the no-effect control and ±100 the full control effect; nearly all actives have a fitted effect of over 55% in size
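qHTS (up to 57 uM final) was run with 24 h compound exposure of reporter cells at 37 °C. Each well was multiplexed: SteadyGlo luminescence measured ATXN2-luciferase expression after a fluorogenic Gly-Phe-AFC viability readout (25 uM final).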
SW480 rereplic = induces DNA re-replication in SW480 colon adenocarcinoma cells; Potency, µM (highest dose often 46.1 µM), for the others: at the top dose re-replication activation, actives largely listed as activators; AID 624297; SW480 DNA re-replication, Hoechst DNA content imaging, 48 h; hit rate 1.8% among 340,000; further: potency means the concentration at half of the fitted maximal effect; % of control where 0% means no effect; nearly all actives have a fitted effect of over 55% in size
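Quantitative HTS format with DMSO vehicle controls; 48 hr drug incubation at 37 C, then 40 min Hoechst staining and scanning imager measurement at 405 nm excitation.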
WRN inhibitor = blocks human WRN helicase | Potency, µM (highest dose often 114 µM), for inactives: top-dose activity change, negative = inhibition, hits mostly inhibitors | hit rate 0.46% among 360,000 | WRN helicase unwinding, fluorescent forked duplex, kinetic | Q14191 | AID 651768; further: potency means the concentration at half of the fitted maximal effect; on the % scale 0 is the no-effect control and ±100 the full control effect; nearly all actives have a fitted effect of over 55% in size
Target sequence (Q14191 whole entry, looked up): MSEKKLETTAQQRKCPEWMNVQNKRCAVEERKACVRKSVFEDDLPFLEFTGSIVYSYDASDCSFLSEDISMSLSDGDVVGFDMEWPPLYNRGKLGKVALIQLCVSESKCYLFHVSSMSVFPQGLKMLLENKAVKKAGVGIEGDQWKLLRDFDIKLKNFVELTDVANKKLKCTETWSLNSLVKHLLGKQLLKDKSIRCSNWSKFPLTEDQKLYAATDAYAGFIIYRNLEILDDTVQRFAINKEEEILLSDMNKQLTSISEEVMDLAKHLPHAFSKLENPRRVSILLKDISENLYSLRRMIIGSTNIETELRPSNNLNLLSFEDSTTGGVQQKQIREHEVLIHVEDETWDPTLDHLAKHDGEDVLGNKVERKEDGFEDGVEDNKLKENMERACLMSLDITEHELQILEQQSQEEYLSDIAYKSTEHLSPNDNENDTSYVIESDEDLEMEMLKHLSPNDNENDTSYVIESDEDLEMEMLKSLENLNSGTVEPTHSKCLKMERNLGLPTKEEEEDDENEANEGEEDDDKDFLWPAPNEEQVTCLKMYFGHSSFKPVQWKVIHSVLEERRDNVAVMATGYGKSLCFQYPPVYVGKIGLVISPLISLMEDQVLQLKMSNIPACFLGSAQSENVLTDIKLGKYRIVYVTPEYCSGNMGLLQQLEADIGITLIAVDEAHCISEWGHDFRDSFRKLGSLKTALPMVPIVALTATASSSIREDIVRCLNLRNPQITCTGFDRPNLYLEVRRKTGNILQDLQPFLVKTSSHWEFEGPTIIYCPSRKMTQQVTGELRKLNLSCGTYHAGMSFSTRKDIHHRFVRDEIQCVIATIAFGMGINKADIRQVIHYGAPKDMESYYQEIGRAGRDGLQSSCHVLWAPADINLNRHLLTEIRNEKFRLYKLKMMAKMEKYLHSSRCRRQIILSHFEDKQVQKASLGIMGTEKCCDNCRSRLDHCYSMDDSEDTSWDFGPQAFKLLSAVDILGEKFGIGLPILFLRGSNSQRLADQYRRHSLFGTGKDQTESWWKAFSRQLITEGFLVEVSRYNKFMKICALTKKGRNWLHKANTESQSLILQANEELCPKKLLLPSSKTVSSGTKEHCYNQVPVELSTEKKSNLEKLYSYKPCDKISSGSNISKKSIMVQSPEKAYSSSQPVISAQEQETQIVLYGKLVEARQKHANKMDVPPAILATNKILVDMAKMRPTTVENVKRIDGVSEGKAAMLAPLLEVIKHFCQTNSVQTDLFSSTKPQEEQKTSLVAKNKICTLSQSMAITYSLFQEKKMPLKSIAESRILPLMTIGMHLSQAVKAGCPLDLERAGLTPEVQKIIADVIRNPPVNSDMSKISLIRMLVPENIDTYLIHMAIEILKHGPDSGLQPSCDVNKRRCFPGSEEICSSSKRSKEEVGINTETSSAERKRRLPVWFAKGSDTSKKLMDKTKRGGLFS
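WRN at 20 nM final preincubated with compound 15 min at room temperature; reaction started with 100 nM fluorophore/quencher forked duplex oligonucleotide and 2 mM ATP final. Unwinding followed kinetically by red fluorescence (ex 525, em 598 nm).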
HT1080NT lethal = kills 2HG-producing HT-1080-NT fibrosarcoma cells; Potency, µM (series often up to 46.1 µM), for the others: at the highest dose activity, negative = less viability, actives largely listed as cytotoxic; hit rate 1.6% among 360,000; HT-1080-NT fibrosarcoma viability, CellTiter-Glo ATP luminescence, 48 h;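 further: NT is the 2HG producing partner of a matched IDH1 knockdown line; potency means the concentration at half of the fitted maximal effect; 0% = DMSO-treated cells and -100% = media-only wells without cells; nearly all actives have a fitted effect of over 55% in size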
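750 cells/well, RPMI + 5% FBS; 2 h settle, compound pin-transfer, 48 h at 37 degrees C. CellTiter-Glo 10 min RT, luminescence. Normalized to DMSO and media-only wells.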
* hit, by the source's call; ? = inconclusive; . = no result given; [ ] = another dose, or the depositor's remark. Unless noted, the call rests on the fitted dose curve; in most records, active means well fitted curve in the direction sought with a large enough effect; inconclusive means small, poorly fitted or top-dose-only effect, or another doubt; inactive means no such curve, though single readings can be large; an effect the other way counts as inactive or inconclusive.

The first two entries as a preview:
Below each compound – KB-3-1 cytotox | HT1080 IDH1KD tx | KB-V1 cytotox | IL-1B inflam inh | MCF10A rereplic | ATXN2 expr inh | SW480 rereplic | WRN inhibitor | HT1080NT lethal
1) O=C(C1=NOC2(C1)C(=O)Nc1ccccc12)N1CCOCC1 (centres undefined)
 : 10% | 20% | -4% | 15 | . | -9% | . | -2% | 15%
2) CCNC(=S)NNC(=O)c1cc(C)nc2ccccc12
 : 0% | 1% | 1% | 12 | -2% | 8% | 2% | -21%[57.1 µM] | 8%

The list itself, repeating the preview:
Below each compound – KB-3-1 cytotox | HT1080 IDH1KD tx | KB-V1 cytotox | IL-1B inflam inh | MCF10A rereplic | ATXN2 expr inh | SW480 rereplic | WRN inhibitor | HT1080NT lethal
1) O=C(C1=NOC2(C1)C(=O)Nc1ccccc12)N1CCOCC1 (centres undefined)
 : 10% | 20% | -4% | 15 | . | -9% | . | -2% | 15%
2) CCNC(=S)NNC(=O)c1cc(C)nc2ccccc12
 : 0% | 1% | 1% | 12 | -2% | 8% | 2% | -21%[57.1 µM] | 8%
3) CCOc1ccc(CCNC(=O)c2cc(S(=O)(=O)N3CCOCC3)ccc2C)cc1OCC
 : -1% | -10% | ? | 4 | 3% | -3% | -3% | -6% | -2%
4) Nc1ccccc1SCC(=O)Nc1ccc2c(c1)OCCO2
 : 0% | ? | -11% | 1 | 28% | 7% | ? | 9% | -27%
5) Cc1nn(Cc2ccccc2)c(C)c1NC(=O)CCCn1nc([N+](=O)[O-])c(Cl)c1C
 : 4% | -3% | ? | -19 | 2% | 8% | 1% | -2% | 3%
6) CC(=O)NC(c1ccc(F)c(F)c1)c1nc(-c2cccc(C(C)C)c2)cs1 (centres undefined)
 : 0% | ? | -10% | ? | . | -19% | . | -2% | -27%
7) Clc1ccccc1/C=N/N1CCN(Cc2ccccc2)CC1
 : ? | -3% | ? | -27 | 9% | 26% | 0% | 5% | -3%
8) CN(C)S(=O)(=O)c1cccc(NC(=S)N2CCc3ccccc32)c1
 : -3% | -4% | -9% | 31 | ? | -7% | 10% | -3% | -1%
9) N#Cc1ccc(CSc2nnc3[nH]c(=O)cc(N)n23)cc1
 : -6% | -10% | -2% | -3 | 24% | 0% | -7% | -9% | -16%
10) CCOC(=O)c1cnc2ccccc2c1NCCO
 : 0% | 4% | ? | -8 | 5% | -3% | 1% | 6% | 0%
11) CC1(C(=O)NS(=O)(=O)c2cccc(OC(F)F)c2)CCN1C(=O)c1cccc(F)c1 (centres undefined)
 : 0% | 4% | 0% | 25 | . | -10% | . | 2% | 16%
12) COC(=O)c1c(NC(=O)c2ccco2)sc(C)c1C
 : 21% | -18% | 0% | 10 | ? | 5% | ? | -5%[57.1 µM] | 2%
13) CCOc1ccccc1-n1nnnc1SCC(=O)N1CCCC1=O
 : 0% | -1% | ? | 24 | -12% | 6% | -4% | 2% | 9%
14) Cc1cc(C(=O)OCC(=O)N2CC(C)OC(C)C2)c(C)n1-c1ccccc1 (centres undefined)
 : ? | 3% | 0% | 0 | 8% | -22% | -5% | 7% | 6%
15) O=C(/C=C/c1cccc(Cl)c1)NNC(=O)c1ccncc1
 : ? | -5% | -28% | 48 | 4% | -2% | -4% | 5% | -6%
16) Cc1ccc(/C=C/C(=O)O)cc1S(=O)(=O)NCc1ccco1
 : 7% | 9% | ? | 5 | 2% | 2% | -15% | -5% | -8%
17) Cn1c(SCC(=O)Nc2ccccc2)nc(O)cc1=O
 : -5% | -1% | 8% | 18 | 1% | 1% | -10% | -6% | 14%
18) Cc1ccc(S(=O)(=O)Nc2ccncc2)c(C)c1
 : 0% | 12% | 23% | 5 | -13% | -4% | 1% | -9% | 16%
19) O=C(O)CCn1c2ccccc2c2nc3ccccc3nc21
 : -10% | 6% | -5% | -3 | 6% | 8% | 6% | -4% | 19%
20) COc1ccccc1CCC(=O)OCC(=O)Nc1cccc(S(=O)(=O)N2CCOCC2)c1
 : 2% | 5% | 0% | 0 | -2% | 21% | ? | -5% | 7%
21) O=c1[nH]n(-c2ccccn2)c(=O)c2ccccc12
 : -13% | 3% | 19% | -11 | 2% | -2% | -2% | 15% | 10%
22) Cc1cc(C)n(CCNCc2c(C(=O)N3C[C@@H](C)O[C@@H](C)C3)nc3ccc(Cl)cn23)n1
 : ? | 7% | 0% | 5 | 7% | 1% | -1% | 0% | 7%
23) CCn1c(C)cc(C(=O)CSc2nnc(C3CC3)n2C2CC2)c1C
 : -1% | 9% | 1% | ? | . | . | . | -3% | 4%
24) COc1cccc(COC(=O)C2CCN(C(=O)c3ccc(F)cc3)CC2)c1OC
 : 4% | 0% | 0% | 1 | 1% | -8% | -6% | -4% | 1%
25) CCC(C)(C)NC(=O)c1ccc(S(=O)(=O)N(C)c2ccccc2OC)cc1
 : 0% | 2% | -7% | 3 | 24% | 3% | 7% | 2% | 13%
26) COCCNC(=O)C(c1ccc(C)cc1)N(C(=O)CCC(=O)Nc1ccccn1)c1ccccc1C (centres undefined)
 : 12% | 16% | -19% | 61 | 1% | 5% | -9% | 3% | 3%
27) Cc1cc(C)nc(SCC(=O)O)n1
 : 8% | 11% | 12% | 9 | -2% | -7% | -5% | -3% | 10%
28) CC1C(=O)CC(c2ccc([N+](=O)[O-])cc2)NC1c1ccc([N+](=O)[O-])cc1 (centres undefined)
 : 16% | ? | -23% | -19 | -6% | -7% | -1% | -4% | ?
29) O=C(NCCc1ccc(Cl)cc1)C12CC3CC(CC(O)(C3)C1)C2
 : 13% | -3% | -12% | 6 | -3% | 9% | -7% | -2% | 14%
30) COc1ccccc1C(CNc1ncnc2sc(C)c(C)c12)N(C)C (centres undefined)
 : -6% | -2% | -9% | -6 | ? | -27% | ? | -4% | -10%
31) OCC1(Cc2ccccc2)CCCN(Cc2ccc3c(c2)OCCO3)C1 (centres undefined)
 : -6% | -3% | 16% | -14 | 9% | -8% | -6% | 1% | -8%
32) O=C(Nc1ccc2nc(-c3cccnc3)[nH]c2c1)c1ccccc1F
 : 23% | -1% | -3% | 176 | 0% | -25% | -5% | -19% | -17%
33) COC(=O)[C@@]12C[C@@H](CC(=O)NCc3cccc(C(F)(F)F)c3)C(=O)N(Cc3ccc4c(c3)OCO4)C1=CCC(C)(C)C2
 : ? | 21µM* | 21µM* | -71* | . | . | . | -7% | 13µM*
34) O=C(C(Cl)c1ccccc1)N1CCOCC1 (centres undefined)
 : -1% | 15% | 12% | -3 | -7% | 0% | -56%[inhibitor] | 1% | -25%
35) CN(N=Nc1nc[nH]c1C(N)=O)C1CCCCC1
 : -16% | ? | ? | -7 | . | 13% | . | 7% | -20%
36) CC(C)CCNC(=O)CN(Cc1ccc2c(c1)OCO2)C(=O)Cn1nnc(-c2cccs2)n1
 : -7% | -15% | -14% | -24 | 6% | 5% | ? | -7% | -18%
37) CCN(C[C@H]1N[C@@](Cc2ccccc2)(C(=O)OC)[C@H]2C(=O)N(Cc3ccccc3)C(=O)[C@@H]12)S(=O)(=O)c1ccc(OC)cc1
 : -11% | 3% | 0% | 7 | -1% | -4% | -23% | 8% | 2%
38) CCC1CCCCN1C(=O)N[C@@H](CCSC)C(=O)OC (some centres undefined)
 : 8% | 15% | 0% | 10 | 0% | -4% | 4% | 1% | 11%
39) Cn1c(=O)cc(OCCCC(=O)N2CCN(Cc3ccc4c(c3)OCO4)CC2)c2ccccc21
 : -7% | -3% | -27% | ? | 8% | . | -12% | -14% | -1%
40) CCOc1ccc(C(=O)Oc2cc(C)[nH]c(=O)c2[N+](=O)[O-])cc1OCC
 : 5% | 7% | 24% | 8 | 4% | . | -2% | 4% | 8%
41) CCOC(=O)c1cc(=O)n2nc(-c3ccc(C)cc3)nc2s1
 : -1% | 14% | 5% | -6 | -1% | -4% | -8% | 0% | 19%
42) C[C@H](NC(=O)CCn1nnc2ccccc2c1=O)C(=O)O
 : 3% | 3% | 25% | -5 | 16% | . | -31%[inhibitor] | 2% | 3%
43) COc1ccc(C(=O)Nc2cnc3ccccn3c2=O)cc1
 : 1% | 11% | 0% | -16 | 3% | . | -3% | -3% | 7%
44) C=CCOc1ccc(C2c3c(oc4ccccc4c3=O)C(=O)N2CCCN2CCOCC2)cc1 (centres undefined)
 : -2% | -4% | 0% | -3 | -4% | 2% | 2% | -5% | 0%[9.24 µM]
45) CCOc1ccc(NS(=O)(=O)c2ccc(C(=O)NCc3cccnc3)cc2)cc1
 : -2% | -10% | 25% | 25 | -3% | -3% | -69%[inhibitor] | -7% | -12%
46) CCCOc1ccc(F)cc1-c1cc(C(=O)NCc2cc(OC)cc(OC)c2)[nH]n1
 : 0% | -26% | -6% | -21 | . | -22% | . | -4% | -23%
47) Cc1cc(C(=O)N/N=C/C=C/c2ccc3c(c2)OCO3)n[nH]1
 : 12% | 22% | -6% | -23 | 0% | 3% | 4% | -39%[57.1 µM] | 26%
48) CCCS(=O)(=O)N1CCC(C(=O)N2CCN(Cc3ccccc3)CC2)CC1
 : 11% | 9% | 1% | 26 | -6% | 21% | 2% | 4% | 6%
49) CCc1nnc(N/N=C/c2ccccc2Cl)n1N
 : 1% | 16µM* | 2% | 6 | 22% | 10% | 11% | -7% | ?
50) COc1cc(NC(=O)Nc2nnc([C@H]3C[C@H](O)[C@@H](CO)O3)s2)cc(OC)c1
 : 0% | 0% | 3% | 23 | . | 15% | . | 3% | 21%
51) CC1CCCN(CCCNC(=O)c2ccc(CS(=O)(=O)c3c(Cl)cccc3Cl)o2)C1 (centres undefined)
 : 0% | -12% | 24% | ? | 8% | 12% | -1% | 1% | -8%
52) COc1cc(/C=N/n2cnn(Cc3ccccc3Cl)c2=S)cc(OC)c1OC
 : 2% | -4% | -10% | 19 | 23% | -27% | 8% | 2% | -7%

Assay outcomes as filed in PubChem.
